TNAP inh hi DEA = inhibitors of human TNAP at high phosphate acceptor concentration; P05186; purified TNAP, CDP-star luminescence, 1 M DEA; inhibition, % at 20 µM; 200,000 compounds, 0.03% hits; AID 1135;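 active = over 50% inhibition of tissue-nonspecific alkaline phosphatase at 20 µM in the single-dose screen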;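 note: plate controls were DMSO wells for no effect and EDTA-quenched wells as full inhibition for full effect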
PMI activator = activators of human phosphomannose isomerase | P34949 | purified human PMI, coupled resazurin fluorescence, 20 min; stronger effect = higher value; 1 = vehicle control, 0 substrate-free wells | 190,000 compounds, 0.005% hits | AID 1214 | activation factor at 20 µM;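 active = activation factor of 2 or more at 20 µM, relative to plate controls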
Target sequence (P34949 whole entry, looked up): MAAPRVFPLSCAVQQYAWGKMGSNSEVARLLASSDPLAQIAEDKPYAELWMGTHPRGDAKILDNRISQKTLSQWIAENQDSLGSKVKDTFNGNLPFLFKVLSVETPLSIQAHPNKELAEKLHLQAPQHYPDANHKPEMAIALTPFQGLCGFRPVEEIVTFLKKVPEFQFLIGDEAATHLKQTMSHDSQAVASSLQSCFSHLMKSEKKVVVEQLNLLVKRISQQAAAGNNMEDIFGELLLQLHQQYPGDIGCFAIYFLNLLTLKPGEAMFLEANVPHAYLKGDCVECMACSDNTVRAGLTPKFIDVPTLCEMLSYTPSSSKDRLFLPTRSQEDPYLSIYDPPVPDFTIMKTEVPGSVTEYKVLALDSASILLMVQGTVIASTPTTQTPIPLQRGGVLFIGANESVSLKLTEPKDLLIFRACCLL
FLuc inh counter = counter-screen for luciferase assay inhibitors: firefly luciferase inhibition | ATPLite firefly luciferase biochemical luminescence, 10 min | 200,000 compounds, 1.5% hits | AID 1006 | P08659 | inhibition, % at 10 µM;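 active = inhibition above about 50% when tested at 10 µM, limit read from the data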
Target sequence (P08659 whole entry, looked up): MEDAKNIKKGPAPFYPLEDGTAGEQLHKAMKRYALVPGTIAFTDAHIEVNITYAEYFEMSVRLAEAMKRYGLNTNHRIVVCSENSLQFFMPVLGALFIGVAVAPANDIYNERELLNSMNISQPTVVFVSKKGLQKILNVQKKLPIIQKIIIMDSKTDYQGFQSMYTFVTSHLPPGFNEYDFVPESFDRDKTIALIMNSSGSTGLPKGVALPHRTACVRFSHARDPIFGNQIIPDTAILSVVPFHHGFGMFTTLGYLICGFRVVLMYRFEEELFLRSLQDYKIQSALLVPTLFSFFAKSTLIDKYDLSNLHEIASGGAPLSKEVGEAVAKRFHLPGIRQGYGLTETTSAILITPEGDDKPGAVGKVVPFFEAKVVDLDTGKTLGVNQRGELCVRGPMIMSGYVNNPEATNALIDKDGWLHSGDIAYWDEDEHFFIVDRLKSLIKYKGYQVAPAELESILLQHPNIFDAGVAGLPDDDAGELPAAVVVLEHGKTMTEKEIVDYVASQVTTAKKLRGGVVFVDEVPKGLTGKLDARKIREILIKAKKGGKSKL
APP 5'UTR act = activates APP 5'UTR luciferase reporter | 190,000 compounds, 1% hits | activation, % at 2 µM | SH-SY5Y APP 5'UTR luciferase reporter, luminescence; zero percent = DMSO vehicle wells;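 active = activation above a set limit, based on mean plus 3 SD of controls, cut at about 140% in these data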; note: values of inactives mirror those of a sister screen read the other way
TNAP inh no acc = inhibitors of human TNAP without phosphate acceptor; inhibition, % at 20 µM; purified TNAP, CDP-star luminescence, 30 min; P05186; AID 1012; 200,000 compounds, 0.26% hits;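 active = tissue-nonspecific alkaline phosphatase inhibition above about 50% at 20 µM in the single-dose screen, limit read from the data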;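 note: 0% = DMSO negative control and 100% = EDTA positive control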
FLuc act counter = firefly luciferase counter-screen for stimulation assays; P08659; ATPlite luciferase biochemical, luminescence, 10 min; 0 = ATP-free wells, 1 = DMSO control; AID 1027; 200,000 tested, under 10 active; activation factor at 10 µM;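 active = luciferase activation factor, scaled between plate controls, of at least 2 with compound at 10 µM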
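Assay system: Luciferase/luciferin detection reagent, cell-free biochemical luciferase assay / Also added: ATP substrate / Schedule: 10 min at ambient temperature / Measured by: luminescence measurement of luciferase light output / Benchmarks: low control with PBS replacing ATP, high control enzyme plus ATP without compound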
bIAP act = intestinal alkaline phosphatase (bovine) activation; purified bovine IAP, CDP-star luminescence, 30 min; stronger effect = higher value; fold of DMSO-control signal, blank-subtracted; activation factor at 20 µM; 200,000 compounds, 0.17% hits;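 active = activation factor of 2 or more at 20 µM, a signal rise over negative controls twice the positive control's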
NF-kB expr up = raises NF-kB expression in human neuronal cells; NF-kB reporter expression; stronger effect = higher value; AID 1239; fold change at 12.5 µM; 190,000 compounds, 1.6% hits; in the data active = fold change above about 3.3
TNAP act hiacc = activators of human TNAP at high phosphate acceptor concentration; P05186; activation factor at 20 µM; purified TNAP, CDP-star luminescence, 1 M DEA, 30 min; stronger effect = higher value; 0 = EDTA background, 1 = DMSO-only activity; 200,000 tested, under 10 active;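 active = activation factor at least 2 at 20 µM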
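Control set: EDTA negative control, DMSO positive control / Assay system: human TNAP / Quantity: TNAP 1/800 final / Evaluation: TNAP activation factor scaled between EDTA and DMSO control wells / Measured by: luminescent substrate turnover signal / Compound dosing: one dose, 20 µM / Times: 30 min enzyme reaction at room temperature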
PMI act satM6P = PMI (human) activation, high substrate | P34949 | activation factor at 20 µM | coupled PMI enzyme assay, resazurin fluorescence, 20 min; stronger effect = higher value; 1 = untreated enzyme, 0 = substrate-free blank | AID 1216 | 190,000 compounds, 0.34% hits;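 active = activation factor of 2 or more at 20 µM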
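Test system – human PMI in coupled enzyme assay · Timing – 20 min incubation at room temperature · Detection – Diaphorase-driven resazurin-to-resorufin fluorescence, excitation 544, emission 590 nm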
The depositor's hits bear a star; nt = no result given.

SMILES,NF-kB expr up,PMI act satM6P,FLuc act counter,FLuc inh counter,APP 5'UTR act,TNAP act hiacc,PMI activator,bIAP act,TNAP inh hi DEA,TNAP inh no acc
O=C(COC(=O)c1c(Cl)cccc1Cl)Nc1ccccc1Br,1.2,0.9,1,1,1,1,0.8,0.7,-4,-18
Brc1ccc(-n2c(SCc3nc4ccccc4[nH]3)nnc2-c2ccncc2)cc1,0.83,1,1,-3,11,1.1,0.9,0.9,-6,-20
COc1ccc(C(=S)Nc2ccc(N(C)C)cc2)cc1,5.4*,0.9,0.7,34,170*,1,0.9,0.9,-3,-5
CC(=O)c1nn(-c2ccccc2)cc1C(=O)c1cccc(Br)c1,1.3,1.1,1.1,-8,-10,1,1.1,0.9,3,-2
CCOCC(=O)Nc1cc(-c2cn3cccnc3n2)ccc1C,1.1,1,1,-4,2,1,1,0.9,-2,-4
COc1cc(NC(=O)Cc2ccccc2)ccc1NC(=O)c1ccco1,2.3,0.9,1.1,-6,4,1.1,1.1,0.9,-10,-13
CCOC(=O)C1(C)NC(c2ccc(OC)c(OC)c2)C2C(=O)N(CC)C(=O)C21 (stereo not drawn),1,0.9,1,-3,9,1,0.9,1,2,-5
Cc1ccc(-c2nnn(CC(=O)N(CC(=O)NC3CCCC3)c3cnc4ccccc4c3)n2)o1,1.1,0.9,1,-3,12,1,0.8,1,-3,-8
COc1ccccc1NC(=O)c1ccc2c(c1)nnn2C,1.4,1,1,-4,1,1,1,1,-2,-4
COC(=O)CCc1c(C)c(C(=O)c2cc(F)c(F)c(F)c2F)c2ccccn12,1.1,0.8,1.1,-9,-18,1.1,0.7,0.9,-5,-13
COc1cc(S(=O)(=O)N(C)C2CCCCC2)c(C)cc1C,1.1,1,1.1,-8,-1,1.1,1,1.1,-6,-3
CN1CCN(C(=O)/C(=C\c2cccs2)NC(=O)c2cccs2)CC1,0.97,1.1,1,4,8,0.9,1.1,0.9,7,2
OCCN1CCN(C2Cc3cc(Cl)ccc3Sc3ccc(Cl)cc32)CC1 (stereo not drawn) (tested in a mixture with another compound),0.82,1.1,1,2,-28,1,1.1,1,-4,-5
COc1ccc(NC(=O)C2CCCC2)cn1,1,0.7,1,-3,-8,1,1,1.2,-1,-6
C/C(=C\C(=O)C(F)(F)F)Nc1ccc(C)cc1,1.3,1.1,1,-5,1,1,1.2,0.6,-2,-6
Cc1cc(C(=O)CSc2n[nH]c(N)n2)c(C)n1-c1ccc(F)cc1,2,1,0.7,32,26,1,1,0.9,-2,-48
COc1ccc2[nH]cc(S(=O)(=O)c3ccc(C(C)C)cc3)c(=O)c2c1,1.2,1,1.1,-5,23,1,1,0.9,-4,-9
Oc1cccc(/C=N/Nc2cc(N3CCOCC3)nc(N3CCOCC3)n2)c1,0.54,0.4,0.9,8,-15,1,0.2,1,3,0
O=C(Cn1ccc2ccccc2c1=O)NCC1COc2ccccc2O1 (stereo not drawn),1.2,0.8,1.1,-6,-4,1,0.8,0.8,0,-3
CC(=O)Nc1ccc(C(=O)Nc2cccc(-c3cnc4ccccc4n3)c2)cc1,1.3,1.1,1.1,-6,10,1.1,1.1,0.8,-5,-9
COc1ccc(-n2cc(CN(C)C(C)c3ccncn3)c(-c3cccc(F)c3)n2)cc1 (stereo not drawn),0.68,1,1,-3,-8,1.1,0.9,0.9,-7,-5
O=C(COc1ccccc1C(=O)NCC1CCCO1)Nc1ccc(Cl)cc1Cl (stereo not drawn),1,0.8,1.1,-6,2,1,0.9,1,-4,-7
COC(=O)C1=C(N)Oc2cc(C)n(Cc3ccco3)c(=O)c2C1c1cccc(Cl)c1 (stereo not drawn),0.95,0.9,1,-4,1,1,1,0.9,-4,-9
O=C(Oc1cccc2c(OC(=O)N3CCCC3)cccc12)N1CCCC1,1.5,0.4,1,-1,4,1,0.8,0.9,-1,-4
COc1cc(OC)cc(-n2nnnc2SCC(=O)NCc2cccs2)c1,1.2,1,1,0,14,1,1,1,-2,-6
COC(=O)c1nn(-c2ccccc2)c(Sc2ccccc2)c1/C=N/O,0.98,0.7,1.1,-6,2,1,0.9,0.9,-4,-9
O=c1c2ccccc2nc(SCc2nc3ccccc3s2)n1CCCO,1.1,1,0.8,17,50,1,0.8,1,4,-81
C/C(=N\NC(=O)c1ccncc1)c1cc2ccccc2o1,1.2,1,1,2,-4,1,1,1.3,2,-55
O=C(Cc1cccs1)Nc1ccc(S(=O)(=O)N2CCCCC2)cc1,0.87,1.2,1,0,-6,1,1.1,0.7,-2,-8
COC(=O)c1c(NC(=O)/C=C/c2ccco2)sc2c1CCC2,1.1,1,1,-1,19,1,1,0.9,-3,-8

Shown as a hit in APP 5'UTR act, among the entries above:
canonical_smiles | NF-kB expr up | PMI act satM6P | APP 5'UTR act | TNAP act hiacc | PMI activator | bIAP act | TNAP inh hi DEA | TNAP inh no acc
COc1ccc(C(=S)Nc2ccc(N(C)C)cc2)cc1 | 5.4* | 0.9 | 170* | 1 | 0.9 | 0.9 | -3 | -5

Only TNAP inh hi DEA (four entries from above):
SMILES,TNAP inh hi DEA
COc1ccc(C(=S)Nc2ccc(N(C)C)cc2)cc1,-3
Cc1ccc(-c2nnn(CC(=O)N(CC(=O)NC3CCCC3)c3cnc4ccccc4c3)n2)o1,-3
Oc1cccc(/C=N/Nc2cc(N3CCOCC3)nc(N3CCOCC3)n2)c1,3
CCOC(=O)C1(C)NC(c2ccc(OC)c(OC)c2)C2C(=O)N(CC)C(=O)C21 (stereo not drawn),2

The list goes on.
SMILES,NF-kB expr up,PMI act satM6P,FLuc act counter,FLuc inh counter,APP 5'UTR act,TNAP act hiacc,PMI activator,bIAP act,TNAP inh hi DEA,TNAP inh no acc
Cc1ccc2ccccc2c1NC(=O)Cn1nnc(-c2cccnc2)n1,1.1,nt,1.1,-6,12,1,nt,1,-4,-18
O=C(NCCCN1CCN(c2cccc(Cl)c2)CC1)c1ccc(N2CCCC2=O)cc1,0.86,1,1,-3,-67,1,0.9,1.1,2,-2
COc1ccc(NC(=O)/C=C/c2cc(Br)ccc2OC)cc1,1.3,0.9,1.1,-6,-2,1,1,0.9,1,-7
CCCCCCc1c(O)nc(SCCN2CCOCC2)[nH]c1=O,1.2,1.1,1,-3,-2,1.1,1,1.2,-7,-7
CN(C)S(=O)(=O)c1ccc(C(=O)Nc2cc(S(=O)(=O)Nc3ccccc3Cl)ccc2N2CCCCC2)cc1,0.68,0.9,1.1,-6,41,1,1,1.1,-5,1
Cc1cc(/C([O-])=C(/C(=S)Nc2ccc(F)cc2)[n+]2ccccc2)c(C)n1Cc1ccccc1Cl,0.99,0.6,1,2,-8,1,1,1,-4,-8
Cc1cc([N+](=O)[O-])c(N2CCC[C@@H]2C(=O)O)c([N+](=O)[O-])c1,1.1,0.9,1,-3,1,1,0.9,0.8,3,-6
O=C(NCC(c1cccs1)N1CCOCC1)c1cc2ccccc2o1 (stereo not drawn),1.1,1,1,-3,9,1,1,1,-1,-9
Cc1[nH]nc2c1C(c1ccc(Cl)cc1)C(C#N)=C(N)O2 (stereo not drawn),1.1,1,1.1,-9,-3,1.1,1,0.9,-6,7
CC(=O)c1ccc(Nc2c3c(c(C#N)c4nc5ccccc5n24)CCC3)cc1,1,0.9,1.1,-7,9,1,0.9,1,2,-2
O=C(Nc1cccc2ccccc12)OCc1cncs1,1.3,1,1,-3,3,1,1,1,-5,-9
CC(C)(C)OC(=O)N1CCC(c2c(C(=O)O)cnn2-c2ccc(Cl)cc2)CC1,1.1,0.9,1,-4,0,1,0.8,1,-3,-10
CCOc1ccc(-n2c(SCc3ccc([N+](=O)[O-])cc3)nnc2-c2ccc(OC)cc2)cc1,0.61,1,1,-1,10,1,0.9,0.9,1,-6
C(=N\N1CCN(c2ccccn2)CC1)/C1=C(N2CCOCC2)C(=C/c2ccccc2)/CC1,1.1,0.8,1,0,-14,1,0.8,0.9,0,-1
COc1ccccc1N1CCN(C(=O)CCNS(=O)(=O)c2ccc(Br)s2)CC1,0.86,1,1.1,-5,-10,1,1,1,0,0
CCN1CCN(S(=O)(=O)c2ccc(Oc3ccccc3OC)cc2)CC1,1.2,1.1,1,-4,3,1,1.1,1.1,-1,-11
O=C(NCCO)C(c1ccccc1)c1ccccc1,1.2,0.9,1.1,-7,8,1,0.9,0.6,-3,-8
CCOCCCNC(=O)C(C)NS(=O)(=O)c1ccc(C)cc1 (stereo not drawn),1.1,1,1,-3,-16,1,0.9,0.9,-2,-14
CCOC(=O)c1c(N)sc(C(O)(C(F)(F)F)C(F)(F)F)c1-c1ccc(Cl)cc1,0.88,0.9,1,-4,-6,1,0.8,1,-2,-7
CCN(CC)CCCN=Cc1c(O)n(Cc2ccccc2)c(=O)c2ccccc12,1.2,0.9,1,-4,27,1.1,0.8,1,-9,-10
COc1ccc(OC)c(-c2csc(NC(=O)CSc3ccc(Br)cc3)n2)c1,1.2,1,1,-3,-3,1,0.9,0.9,-2,-16
Cc1c(C(=O)OCC(=O)Nc2c(C)n(C)n(-c3ccccc3)c2=O)oc2ccccc12,1,1,1.1,-7,31,1,1,0.9,-4,-9
CC(NC(=O)CCc1ccc(S(=O)(=O)NC2CCCCC2)cc1)c1ccccc1 (stereo not drawn),0.83,1.1,1.1,-5,-1,1,1,0.9,-5,-11
N=C1C(c2ccccc2)=C(O)CN1c1cccc(O)c1,1.2,1,1,-2,6,1,1.2,1.3,-3,-5
CCn1c(SCC(=O)OCc2ccccc2)nnc1-c1ccco1,1.3,1,1.1,-6,2,1,1,0.9,-1,-7
COc1ccc(N2C(=O)CSC2c2cccc(F)c2)c(OC)c1 (stereo not drawn),0.92,1.1,1,-4,-3,1.1,1.2,1,-5,-5
CCOc1ccc(C(=O)NCC(=O)OCc2c(F)cccc2Cl)cc1OCC,1,1,1.1,-6,5,1,0.9,1.1,-1,-25
CSc1ccccc1NC(=O)CN1CCN(Cc2ccccc2)CC1,1.1,1,1.1,-6,18,1.1,1,1.2,-9,-14
CC(C)c1ccc(-n2cnn(-c3ncccc3[N+](=O)[O-])c2=O)cc1,8.6*,1,0.5,54*,140*,1,1,1.1,1,-3
Cn1ccnc1SCC(=O)Nc1ccc(F)c([N+](=O)[O-])c1,nt,1.1,1,-1,14,1,1.1,0.9,0,-8

The results go on.
SMILES,NF-kB expr up,PMI act satM6P,FLuc act counter,FLuc inh counter,APP 5'UTR act,TNAP act hiacc,PMI activator,bIAP act,TNAP inh hi DEA,TNAP inh no acc
Nc1nc(C(=O)N2CCOCC2)nn1S(=O)(=O)c1ccc(Cl)cc1,1.1,0.9,1,-4,-5,1.1,0.9,1,-7,-9
O=[N+]([O-])c1cccc(-c2nnc(SCc3cccnc3)o2)c1,1.3,1,1,-4,-8,1,1,0.9,0,-3
CS(=O)(=O)NCCC1=CCCCC1,1.1,1,1,-3,-21,1,0.9,1,0,-7
Cc1ccccc1NC(=S)/C(=C(\[O-])c1ccc(C)c([N+](=O)[O-])c1)[n+]1ccccc1,1.1,0.9,1,-4,18,1,0.8,1.1,4,-13
